# Assay outcomes as filed in PubChem BioAssay.
# Growth percent in the NCI-60 one-dose screen (48 h, 10 µM unless noted): 100 = growth as untreated, 0 = no growth, -100 = all killed.
# HL-60(TB): HL-60(TB) leukemia cells; 78,000 tested, 9% active; AID 1794776; active means growth percent below 10
# * marks the source's active call; other numbers are inactive results; & = joins results of further samples; [ ] = remark or other dose. Not all compounds are listed; count on the stated rates, not on these rows.
molecule,HL-60(TB)
CCOC(=O)c1cnc2nc(NCc3ccc(OC)c(OC)c3)[nH]n2c1=O,102
Nc1ccccc1-c1ccc(-c2ccc(Cl)c(Cl)c2Cl)c2c1[nH]c1ccccc12,103
COc1ccc(/C=C(\C#N)c2ccc(C)cc2)cc1OC,81
O=c1cc(-c2nc3ccc(F)cc3s2)c2cc(Cl)c(Cl)cc2o1,101
Cc1ccc(Nc2ccc(O)c3c2C(=O)c2ccccc2C3=O)cc1,110
Cn1cc(-c2nc(-c3c[nH]c4ccccc34)cs2)c2cccnc21,6.2*
COC(=O)c1cccc(-n2cc([C@]3(OC(C)=O)CC[C@H]4[C@@H]5CCC6=CC(=O)CC[C@@H]6[C@H]5CC[C@@]43C)nn2)c1,125
Cc1ccccc1-n1on1-c1ccccc1C,96
CCOC(=O)Cn1c(O)c(N=Nc2ccc(S(N)(=O)=O)cc2)c2ccccc21,98
O=C(/C=C/c1ccc2c(c1)OCO2)c1ccc([N+](=O)[O-])cc1,90
COc1cc(-c2ccc(N)c(OC)c2)ccc1N,118
O=C(NCCc1ccc(O)c(O)c1)C12CC3CC(CC(C3)C1)C2,57
COc1ccc(-n2nc(C(=O)Nc3ccc(OC)c(OC)c3)nc2-c2cc(OC)c(OC)c(OC)c2)cc1,72
C[C@H]1OC(n2cc(F)c(=O)[nH]c2=O)C(O)[C@@H]1O (stereo partly specified),118
C#CCn1c2c(c3ccccc31)C[C@]1(C)[C@H]3CC[C@@H]4[C@H]5[C@H]6OC(=O)[C@@]5(CCC6(C)C)CC[C@@]4(C)[C@]3(C)CC[C@H]1C2(C)C,102

# Some of the entries so far, field by field.
CCOC(=O)c1cnc2nc(NCc3ccc(OC)c(OC)c3)[nH]n2c1=O
- HL-60(TB) = 102
Nc1ccccc1-c1ccc(-c2ccc(Cl)c(Cl)c2Cl)c2c1[nH]c1ccccc12
- HL-60(TB) = 103

# New compounds follow
molecule,HL-60(TB)
Cc1ccc(/C=N/NC(=O)C(=O)Nc2ccc(Cl)c([N+](=O)[O-])c2)cc1,80
COc1cc2c(cc1OC(=O)C(Cl)Cl)c1c3c(OC)c(OC)c(OC)c4c5cc(OC)c(OC(=O)C(Cl)Cl)cc5c(c5c(OC)c(OC)c(OC)c2c51)c43,100
CC(C)=N/N=C1/NC(=O)C(c2ccc(Cl)cc2)S1 (stereo unspecified),112
Cn1ncc(CC(=O)O)c1N1C=Nc2ccccc2S1(=O)=O,98
Cc1cc(C)c(F)cc1N,102
Cc1nnc(NN=O)nc1C,190
O=c1nc2sc3nc4ccccc4cc3cc-2s1,99
CC(=O)Nc1ncc2c(n1)-c1cccn1CC2,104
CC(=O)Nc1ccc(-n2cnc3cc(-c4ccc(NS(C)(=O)=O)cc4)ccc32)cc1,60
O=C(CCN1CCCC1)Nc1ccc2c(NCCc3ccccc3)c3ccccc3nc2c1,-58*
CCOC(=O)c1c2c(n(-c3ccc(Br)cc3)c1-c1ccccc1)C=CCC2,68
O=C(O)C1c2ccccc2-c2ccccc21,37
O=c1c2cnn(-c3ccccc3)c2n2cnnc2n1-c1ccccc1,62
COc1cc2c(cc1OC)C(=O)C(CC1CCN(C(=O)Nc3ccc(C)cc3)CC1)C2 (stereo unspecified),125
CN(C)CC/C=C1/c2ccccc2Sc2ccc(Cl)cc21,82
C/C=C/C=C/C1OC23CCCCC2C(C#N)(C(=N)O3)C1(C#N)C#N (stereo unspecified),99
COc1cc(CC(CC(=O)c2ccc3c(c2)OCO3)C(=O)O)cc(OC)c1OC (stereo unspecified),104
COc1ccc(C2C(C#N)=C(N)Oc3c2sc2c(C)cccc32)cc1 (stereo unspecified),-14*
O=C(CCCCl)NCCNc1nccc(Nc2ccc(S(=O)(=O)Nc3ccccn3)cc2)n1,98
CCOC(=O)C(C)(CSSCC(C)(NC(=O)c1ccc2ccccc2c1)C(=O)OCC)NC(=O)c1ccc2ccccc2c1 (stereo unspecified),99
COc1cccc(-c2nn(-c3ccccc3)cc2-c2ccnc(NCCCNC(=O)c3ccc(F)cc3)c2)c1,19
O=C(O)C(F)F,96
O=S(=O)(O)C1=CC(=N\Cl)/C=CC/1=N/Cl,103
COc1ccc(NCc2cn(-c3ccc(C(F)(F)F)cc3)nc2-c2ccc(C(=O)O)cc2)cc1C(F)(F)F,87
COC(=O)[C@H](C)NC(=O)[C@@H]1CCCN1C(=O)CNC(=O)[C@H](C)NC(=O)OCc1ccccc1,102
O=C(CCCNC(=O)OCc1ccccc1)Oc1ccc([N+](=O)[O-])cc1,104
O=C(Nc1ccc(Cl)cc1)Nc1ccc(Oc2ncnc3sc4c(c23)CCCC4)cc1,101
CCCNC(C)C(=O)Nc1ccccc1C (stereo unspecified),97
CCN(CC)c1ccc(NC(=S)Nc2ccc(N(CC)CC)cc2)cc1,127
O=C(CSc1nnc(-c2cc(-c3ccccc3)nc3ccccc23)o1)c1ccc(Br)cc1,99

# By substructure, the compounds so far with an NH in an aromatic ring
molecule,HL-60(TB)
CCOC(=O)c1cnc2nc(NCc3ccc(OC)c(OC)c3)[nH]n2c1=O,102
Nc1ccccc1-c1ccc(-c2ccc(Cl)c(Cl)c2Cl)c2c1[nH]c1ccccc12,103
Cn1cc(-c2nc(-c3c[nH]c4ccccc34)cs2)c2cccnc21,6.2*
C[C@H]1OC(n2cc(F)c(=O)[nH]c2=O)C(O)[C@@H]1O (stereo partly specified),118

# Following part.
molecule,HL-60(TB)
COc1ccc(-c2cc(/C=C/C(=O)c3ccc(OC)c(OC)c3)[nH]n2)cc1,-44*
S=c1[nH]ccn1-c1ccccc1Cl,90
N#CCCN=Nc1c(O)[nH]c2ccc(Br)cc12,113
Cc1ccc2nc(-c3ccccc3)cc(-c3nn4c(-c5ccccc5)nnc4s3)c2c1,110
COc1cc(-c2nc(SCCC(C)C)nc(Nc3ccc(F)cc3)c2C#N)cc(OC)c1OC,85
O[C@H]1[C@H](c2c[nH]c3ccccc23)c2c([nH]c3ccccc23)[C@@H](c2c[nH]c3ccccc23)[C@@H]1O,100
O=C(/C=C/c1ccccc1Cl)c1cccc(OCCCOc2cccc(C(=O)/C=C/c3ccccc3Cl)c2)c1,88
O=S(=O)(NCCNc1nccc(-c2c(-c3ccc(F)c(O)c3)nc3sccn23)n1)c1ccccc1,71
CCC(C)C(NC(=O)CN1C(=O)/C(=C/C(C)=C/c2ccccc2)SC1=S)C(=O)O (stereo unspecified),114
CN(C)CCNc1nc2c3cc(Cl)ccc3nn2c2ccccc12,56
Nc1cc(Cl)cc2cccnc12,72
COCCCNc1nc(NC(=O)c2cc(OC)cc(OC)c2)cc(-c2cccnc2)n1,90
COc1ccc2c(c1)CCCC21C(=O)Nc2ccc(OC)cc21 (stereo unspecified),85
COc1ccc(CNc2c3ccccc3nc3ccccc23)cc1OC,13
COc1ccc(CSc2nnc(-c3cccs3)n2-c2ccccc2)cc1,79

# Among those listed so far, three have a nitro group on carbon:
molecule,HL-60(TB)
O=C(/C=C/c1ccc2c(c1)OCO2)c1ccc([N+](=O)[O-])cc1,90
Cc1ccc(/C=N/NC(=O)C(=O)Nc2ccc(Cl)c([N+](=O)[O-])c2)cc1,80
O=C(CCCNC(=O)OCc1ccccc1)Oc1ccc([N+](=O)[O-])cc1,104

# The list continues.
molecule,HL-60(TB)
CCOC(=O)c1c(NC(=O)c2cccc(C(F)(F)F)c2)sc2cc(O)ccc12,47
COc1cc(/C=C/C(=O)c2cc(-c3cccc(Cl)c3)ccc2O)cc(OC)c1OC,65
N#Cc1nc(-c2cccc(Br)c2)cc(-c2ccc(Nc3nc(N4CCCCC4)nc(N4CCCCC4)n3)cc2)c1N,-16*
CC(C)(O)Cn1cc(-c2ccc(-c3cncc(Cl)c3N3CCC4(CCNC4=O)CC3)cc2)cn1,97
CCOC(=O)c1sc(Nc2ccc(OC)cc2)nc1C,97
Oc1[nH]c2ccc(Cl)cc2c1N=Nc1nc(N=Nc2c(O)[nH]c3ccc(Cl)cc23)nc(N2CCOCC2)n1,72
CCCCn1c(=O)c(/C=C/c2cc(/C=C/c3cc4cc(Cl)ccc4n(CCCC)c3=O)[nH]n2)cc2cc(Cl)ccc21,110
CCOC(=O)C(Cl)c1ccccc1 (stereo unspecified),68
CC(O)COc1ccc(Cl)cc1Cl (stereo unspecified),77
CCCCCCC(=O)OCC(C)O (stereo unspecified),94
Cc1cccc(/C(=C/c2ccc([N+](=O)[O-])cc2)C(=O)O)c1,101
C=C(C)[C@@H]1C[C@H](O)Cc2cc(F)ccc2N1,-20*
COc1ccc2c3c([nH]c2c1)C(C)N(C(C)=O)CC3 (stereo unspecified),87
Oc1cc2c(cc1Nc1ncnc3c1oc1ccccc13)CCCC2,109[50 µM]
COc1ccc(-c2nnc(CCC(=O)c3nc4ccccc4[nH]3)o2)cc1,108
O=C(Nc1ccc2ccccc2c1)c1cccc2ccccc12,64
CCCCCSc1ncnc2nc[nH]c12,95
CC(=O)Oc1ccc(C2(c3ccc(OC(C)=O)cc3)OC(=O)c3ccccc32)cc1,47
CCN(CC)c1ccc(C=O)c(OCc2cn(CC(=O)Nc3ccc(Cl)cc3)nn2)c1,70
Clc1ccc(C2CCCCC2)cc1,101
CCOc1ccccc1C(=O)Oc1ccc(Cl)cc1,94
N#Cc1c(Cl)nc(SCc2ccc([N+](=O)[O-])cc2)nc1-c1ccc(Cl)cc1,117
CN1C(=S)N(C)C2NC(=NCCO)NC21 (stereo unspecified),89
CCOc1cc2c(cc1OCC)C(c1cc(OC)c(O)c(OC)c1)NCC2 (stereo unspecified),97
Cc1nn(-c2ccccc2)c2c1C(c1ccc(Cl)cc1)CC(=O)N2 (stereo unspecified),97
C=C(C)[C@@H]1CC[C@]2(C(=O)NC(C)=O)CC[C@]3(C)[C@H](CC[C@@H]4[C@@](C)(CCCNC(C)=O)[C@H](C(=C)C)CC[C@]43C)[C@@H]12,86
FC(F)(F)c1ccc(-c2cnc(-c3ncon3)nc2NC2CCCCCC2)cc1,59
CCN(CC)CC(=O)c1ccc(Br)cc1,118
COc1ccc([Si](C)(C)CNCCSS(=O)(=O)O)cc1,108
C=C1CCC2C3(C)COC(c4cccc(F)c4)OC3CCC2(C)C1CC(O)C1=CCOC1=O (stereo unspecified),67
CCCCCCCCCCCCNC(=S)N/N=C/c1ccc(Cl)c(Cl)c1,116
O=C1/C(=N/Nc2ccc(Cl)cc2)CCCc2ccccc21,75
CCOC(=O)c1c[nH]c2c(Cl)c(Cl)ccc2c1=O,95
CCN(CC)CC(Cc1ccccc1)OC(=O)Nc1ccccc1 (stereo unspecified),112
Clc1ccc(/C=N\N2CCCCCC2)cc1,77&99
OC1(c2ccccc2)C(N2CCOCC2)=C(c2ccccc2)c2ccccc21 (stereo unspecified),89
CSC(SC)=C(C#N)c1nc2ccccc2s1,45
CC(C)OC(=S)SCC(=O)c1ccc([N+](=O)[O-])cc1,103
CC1CCCC(O)(C[N+](=O)[O-])C1 (stereo unspecified),69
CCCCn1c(SCC(=O)Nc2ccc(S(=O)(=O)Nc3ccc(Cl)nn3)cc2)nc2ccccc2c1=O,118
O=C1C(SCc2ccccc2)=C(Cl)CN1c1ccccc1,73
Cc1ccc2c(c1)c(-c1nc(-c3c[nH]c4ncccc34)cs1)cn2C,84
CCNC(=S)NN,100
O=CC1N=C(Cc2ccccc2)OC1=O (stereo unspecified),108
C[C@]1(CCO)C[C@@H]1c1ccc2ccccc2c1,97
Clc1nc(-c2ccccc2)nc2ccccc12,104
CCOC(=O)C1=NN=C(N2C(=S)NC(=O)C2CC(C)C)/C1=C\c1ccc(Cl)cc1 (stereo unspecified),99
COc1ccc(-c2nc3ncccn3c2-c2nc3ccc(OC)cc3[nH]2)cc1,74
O=C(O)c1cccc(C(=O)O)c1C(=O)O,103
O=C(O)CCc1ccc(NP(=O)(NCCCl)NCCCl)cc1,54
CCOC1=CC(=O)CCC1,94
CCN(C(=O)CN1C(=O)/C(=C/c2cccs2)SC1=S)C1CCS(=O)(=O)C1 (stereo unspecified),102
COC(=O)CC1CC1CCc1c(-c2ccc(F)cc2)c2ccccc2n1C(C)C (stereo unspecified),98
COc1ccc(OC)c(/C=C2\C(=O)ON=C2C)c1,99
COC(=O)[C@]12CC[C@@H](C)[C@H](C)[C@@H]1C1=CC[C@@H]3[C@@]4(C)C[C@@H](O)[C@H](O)[C@@](C)(CO)C4=CC[C@@]3(C)[C@]1(C)CC2,-28*
CCOC(=O)/C(=C/c1ccc([N+](=O)[O-])cc1)C(=O)c1ccccc1,-21*
COc1cc2ncnc(Nc3ccc(S(=O)(=O)Nc4nccs4)cc3)c2cc1OCCCN1CCOCC1,112
O=c1[nH]c2c(ccc3c2cnn3-c2ccc(Cl)cc2)cc1S(=O)(=O)c1ccccc1,97
N#Cc1c(-c2ccc(Cl)cc2)nc(NCCO)[nH]c1=O,102
Cc1ccc(/C(=N\c2sc(-c3ccccc3)nc2-c2ccccc2)N2CCc3ccccc3C2)cc1,104

# (listing goes on)
molecule,HL-60(TB)
NC(=S)N1NC(=O)C(N=Nc2ccc(S(=O)(=O)N=C(N)N)cc2)C1=O (stereo unspecified),99
CCc1cc(OC(=O)N2CCC(N3CCCCC3)CC2)ccc1Nc1cc(-c2ccc(-n3cccn3)cc2)[nH]n1,62
Cc1ccc2nc(-c3cc4c([nH]c5ccccc54)c(-c4ccc(F)c(F)c4)n3)[nH]c2c1,49
Nc1nnc(SCC(=O)NN2C(=O)NC3(CCCCC3)C2=O)s1,86
COc1ccc(C(C)=O)c(O)c1,100
C#C[C@@H]1C[C@H](O)Cc2ccc(Cl)c(C)c2N1,99
O=C(Nc1nc2ccc(OC(F)(F)F)cc2s1)Nc1c(F)cccc1F,61
NC(=O)C(c1ccc(Cl)cc1)c1ccc(N(CCCl)CCCl)cc1 (stereo unspecified),34
Cc1cc2nc(C(Cl)Cl)nc(-c3ccc(S(=O)(=O)N(C)C)cc3)n2n1,0.9*
CC(=O)n1nc(-c2ccccc2)cc1-c1ccccn1,132
